# Screens deposited in PubChem BioAssay by The Scripps Research Institute Molecular Screening Center.
# IDE act: IDE (human) activation, cell-based | P14735 | HEK cells, FAbeta-B cleavage, fluorescence polarization; 0% vehicle, 100% cell-free pure enzyme wells | activation, % at 5.96 µM | actives 0.073% (n = 340,000) | AID 493087;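 active = activation above the mean of all tested compounds plus 3 SD, set per screening campaign, cut at about 17% in these data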
# Target sequence (P14735 whole entry, looked up): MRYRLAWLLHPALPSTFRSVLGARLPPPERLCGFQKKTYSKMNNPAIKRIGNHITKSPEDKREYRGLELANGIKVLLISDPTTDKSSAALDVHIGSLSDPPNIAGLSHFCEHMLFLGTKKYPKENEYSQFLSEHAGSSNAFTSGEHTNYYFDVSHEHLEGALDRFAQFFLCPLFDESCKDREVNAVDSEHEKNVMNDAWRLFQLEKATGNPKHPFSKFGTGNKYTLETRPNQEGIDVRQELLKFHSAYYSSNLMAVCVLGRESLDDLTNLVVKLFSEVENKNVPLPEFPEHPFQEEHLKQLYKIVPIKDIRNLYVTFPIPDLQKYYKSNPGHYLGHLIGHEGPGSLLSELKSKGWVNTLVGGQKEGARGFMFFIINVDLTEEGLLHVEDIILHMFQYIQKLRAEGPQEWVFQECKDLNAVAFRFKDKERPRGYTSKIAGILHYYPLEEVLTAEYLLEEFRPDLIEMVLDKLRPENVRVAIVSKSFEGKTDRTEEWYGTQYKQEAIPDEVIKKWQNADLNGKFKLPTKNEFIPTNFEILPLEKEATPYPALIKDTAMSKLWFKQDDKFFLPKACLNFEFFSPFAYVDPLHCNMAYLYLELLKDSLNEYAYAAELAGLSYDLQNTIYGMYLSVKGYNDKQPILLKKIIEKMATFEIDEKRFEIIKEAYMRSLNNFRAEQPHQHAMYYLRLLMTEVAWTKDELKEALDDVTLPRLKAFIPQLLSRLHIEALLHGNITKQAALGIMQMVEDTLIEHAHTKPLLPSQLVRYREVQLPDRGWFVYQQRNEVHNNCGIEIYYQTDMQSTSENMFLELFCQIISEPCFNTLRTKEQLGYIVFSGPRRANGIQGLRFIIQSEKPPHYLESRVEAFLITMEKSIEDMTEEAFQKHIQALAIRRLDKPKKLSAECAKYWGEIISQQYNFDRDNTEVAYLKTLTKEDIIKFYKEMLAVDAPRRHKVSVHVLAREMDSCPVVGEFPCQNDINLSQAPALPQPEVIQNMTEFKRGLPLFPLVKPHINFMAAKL
# * = called active by the depositor. These rows are one share of the data (hit frequency here may not be typical).
# Start of the listing, in advance, 17 compounds:
SMILES,IDE act
O=C(CN1C(=O)NC2(CCCCC2)C1=O)Nc1ccc(Cl)cc1,3
O=C(COC(=O)C12CC3CC(CC(C3)C1)C2)NCc1ccccc1,4
Cc1ccc(C)c(N)c1,2
CC12CCC(=O)N1C(C(=O)Nc1cc(Cl)ccc1N1CCCC1)CS2 (configuration not stated),1
CN(C(=O)CN1C(=O)c2ccc([N+](=O)[O-])cc2C1=O)C1CCCCC1,4
CCN(C(=O)COC(=O)/C(=C/c1ccccc1)NC(C)=O)c1c(N)n(Cc2ccccc2)c(=O)[nH]c1=O,3
O=C(COC(=O)CCc1ccccc1)NNC(=O)c1ccccc1,0
Cc1cccc(C)c1NC(=O)CN(C)C(=O)CCC(=O)N1CCOCC1,5
O=C(CCCN=C1NS(=O)(=O)c2ccccc21)OCC(=O)c1ccc(F)c(F)c1,1
COc1cc(C(=O)NC2CCCC(C)C2C)ccc1OCC(=O)N1CCOCC1 (configuration not stated),2
CN(CC(=O)Nc1ccccc1Cl)C(=O)COC(=O)c1ccc(-c2ccc(O)cc2)cc1,3
COc1ccc(C2(c3ccc(OC)cc3)NC(=O)N(CC(=O)NC3(C#N)CCCC3)C2=O)cc1,1
CCCCn1c(N)c(N(CCC(C)C)C(=O)c2cccc(-n3cnnn3)c2)c(=O)[nH]c1=O,5
CC1(c2ccc3c(c2)OCCCO3)NC(=O)N(CC(=O)Nc2cccc(C#N)c2)C1=O (configuration not stated),3
O=C(O)CC/C(=C/c1cccc(NC(=O)c2ccccc2Cl)c1)c1nc2ccccc2s1,6
CCNC(=O)NC(=O)CSc1ccc(S(=O)(=O)N2CCOCC2)cn1,3
COc1cc(F)cc(C2=CC(=O)C[C@H](c3ccc(F)cc3)C2)c1,3

# This part in full, from the first entry:
SMILES,IDE act
O=C(CN1C(=O)NC2(CCCCC2)C1=O)Nc1ccc(Cl)cc1,3
O=C(COC(=O)C12CC3CC(CC(C3)C1)C2)NCc1ccccc1,4
Cc1ccc(C)c(N)c1,2
CC12CCC(=O)N1C(C(=O)Nc1cc(Cl)ccc1N1CCCC1)CS2 (configuration not stated),1
CN(C(=O)CN1C(=O)c2ccc([N+](=O)[O-])cc2C1=O)C1CCCCC1,4
CCN(C(=O)COC(=O)/C(=C/c1ccccc1)NC(C)=O)c1c(N)n(Cc2ccccc2)c(=O)[nH]c1=O,3
O=C(COC(=O)CCc1ccccc1)NNC(=O)c1ccccc1,0
Cc1cccc(C)c1NC(=O)CN(C)C(=O)CCC(=O)N1CCOCC1,5
O=C(CCCN=C1NS(=O)(=O)c2ccccc21)OCC(=O)c1ccc(F)c(F)c1,1
COc1cc(C(=O)NC2CCCC(C)C2C)ccc1OCC(=O)N1CCOCC1 (configuration not stated),2
CN(CC(=O)Nc1ccccc1Cl)C(=O)COC(=O)c1ccc(-c2ccc(O)cc2)cc1,3
COc1ccc(C2(c3ccc(OC)cc3)NC(=O)N(CC(=O)NC3(C#N)CCCC3)C2=O)cc1,1
CCCCn1c(N)c(N(CCC(C)C)C(=O)c2cccc(-n3cnnn3)c2)c(=O)[nH]c1=O,5
CC1(c2ccc3c(c2)OCCCO3)NC(=O)N(CC(=O)Nc2cccc(C#N)c2)C1=O (configuration not stated),3
O=C(O)CC/C(=C/c1cccc(NC(=O)c2ccccc2Cl)c1)c1nc2ccccc2s1,6
CCNC(=O)NC(=O)CSc1ccc(S(=O)(=O)N2CCOCC2)cn1,3
COc1cc(F)cc(C2=CC(=O)C[C@H](c3ccc(F)cc3)C2)c1,3
C[C@@]12C(=O)N(c3cccc(F)c3)C(=O)N1[C@@H]1c3ccccc3OC[C@@H]1[C@H]2c1ccccc1,6
COc1ccc(NC(=O)c2nc3nccc(C)n3n2)cc1S(=O)(=O)N1CCOCC1,3
Cc1cccc(C)c1NC(=O)CN(C)C(=O)CC1OC(=O)c2ccccc21 (configuration not stated),5

# The last two entries of the part before lead into the next:
SMILES,IDE act
COc1ccc(NC(=O)c2nc3nccc(C)n3n2)cc1S(=O)(=O)N1CCOCC1,3
Cc1cccc(C)c1NC(=O)CN(C)C(=O)CC1OC(=O)c2ccccc21 (configuration not stated),5
O=C(NCCN1CCOCC1)c1cccc(NS(=O)(=O)c2ccc(Br)cc2)c1,6
CC(=O)Nc1ccc(S(=O)(=O)NCc2nnnn2-c2ccc(Cl)cc2)cc1,4
CC1CCC(CN2C(Nc3ccccc3)=NC[C@@H]2Cc2ccccc2)CC1 (some centres not stated),6
CCN(CC)S(=O)(=O)c1ccc(OC)c(NC(=O)c2ccc(N3CCCC3=O)cc2)c1,-1
Cc1ccc(NC(=O)C(C)OC(=O)C2CC3CCCC(C2)C3=O)cc1S(=O)(=O)N1CCOCC1 (configuration not stated),7
COCc1nnc(NC(=O)C23CC4CC(CC(C4)C2)C3)s1,0
Cc1cc(Cl)ccc1OCc1nnc(-c2ccccc2C)o1,4
C=CCn1c(SCC(=O)c2c(N)n(C3CC3)c(=O)[nH]c2=O)nnc1-c1ccoc1C,3
CN(c1ccccc1)S(=O)(=O)c1cccc(NC(=O)C2=NN(c3ccccc3)C(=O)CC2)c1,2
CC1Sc2ccc(C(=O)NCc3ccccn3)cc2NC1=O (configuration not stated),1
COc1ccccc1C(=O)NCC(=O)OCC(=O)N(CC(C)C)c1c(N)n(Cc2ccccc2)c(=O)[nH]c1=O,7
CCN1CCN(c2ccc(S(=O)(=O)N3CCCCC3)cc2NC(=O)/C=C/c2ccc(Cl)cc2)CC1,6
O=C(CCS(=O)(=O)c1ccccc1)N(CCCN1CCOCC1)c1nc2ccc(F)cc2s1,0
COc1ccccc1CNC(=O)c1cc(-c2ccccc2C)nn1CC1CC(c2cccnc2)=NO1 (configuration not stated),2
O=C(CCc1nc(-c2ccccc2)no1)Nc1cccc(C(=O)NC2CC2)c1,-1
CC(C)NS(=O)(=O)c1ccc(NC(=O)C(C)OC(=O)CCC2CCCC2)cc1 (configuration not stated),3
Cc1ccc(/C=C/S(=O)(=O)NCC(=O)OCC(=O)Nc2ccc(C(=O)N(C)C)cc2)cc1,-1
CC(=O)N1CCN(C(=O)c2cccc(S(=O)(=O)N3c4ccccc4CC3C)c2)CC1 (configuration not stated),0
O=c1cc(-c2ccccc2)oc2ccc(Cl)cc12,-6
O=C(c1cc2nc(-c3ccccc3)cc(C(F)(F)F)n2n1)N1CCCC1,9
CC(=O)N/C(=C\c1ccccc1)C(=O)OC(C)C(=O)c1ccccc1 (configuration not stated),2
COCCN(CC(=O)Nc1cccc(C)c1C)C(=O)Cn1c(=O)cnc2ccccc21,-2
C=CCOc1ccc(/C=C/C(=O)OC(C)C(=O)Nc2ccc(NC(C)=O)cc2)cc1 (configuration not stated),1
c1ccc(-c2cncn2-c2ccccc2)cc1,-5
CCN1C[C@@H]2[C@@H]3C(=O)N(Cc4ccccc4)C(=O)[C@@H]3[C@](Cc3ccccc3)(C1=O)N2C(=O)c1ccccc1,0
O=C(NCc1ccccc1)C(=O)NCC1CCCN1S(=O)(=O)c1cccs1 (configuration not stated),5
CC(OC(=O)c1ccccc1C(=O)N(C)C1CCCCC1)C(=O)NC1(C#N)CCCCC1 (configuration not stated),3
Nn1c(Cc2ccccc2)nnc1Cc1ccccc1,0
Cc1cc(C)c(CN2CCN(C(=O)Cn3ccc(N)nc3=O)CC2)c(C)c1,9
O=S(=O)(Nc1ccc2cn[nH]c2c1)c1cc(Br)ccc1Br,3
O=C(CNC(=O)c1cn2ccccc2n1)Nc1ccc(F)c(F)c1,7
Cc1sc2ncnc(N3CCC(C(=O)Nc4nnc(SCc5ccccc5F)s4)CC3)c2c1C,7
COc1ccc(S(=O)(=O)N2CCCCC2)cc1NC(=O)CCNC(=O)c1ccccc1Cl,0
CC(C(=O)Nc1ccccc1)N1CCN(C(=O)c2ccco2)CC1 (configuration not stated),2
CCC(C(=O)NCCc1ccc(S(N)(=O)=O)cc1)c1ccccc1 (configuration not stated),2
O=C(COC(=O)c1ccccc1)Nc1cc(S(=O)(=O)N2CCCCCC2)ccc1Cl,4
CS(=O)(=O)c1cccc(-c2csc(N3CCC(C(N)=O)CC3)n2)c1,-10
COc1ccccc1NS(=O)(=O)c1cccc(C(=O)NNC(=O)c2ccc(Cl)nc2)c1,5
O=C(c1ccc(Cl)s1)N1CCN(S(=O)(=O)c2ccc(Cl)cc2)CC1,6
COCCn1c(SCC(=O)c2c(N)n(C3CC3)c(=O)[nH]c2=O)nc2ccccc21,5
CCCc1nc(SCC(=O)c2ccc3c(c2)NC(=O)CO3)[nH]c(=O)c1CC,-3
Cc1ccc(C(=O)NCC(=O)OCN2C(=O)c3ccccc3C2=O)cc1C,0
C[C@H](CO)N1C[C@H](C)[C@@H](CN(C)S(C)(=O)=O)Oc2ccc(NC(=O)C3CC3)cc2C1=O,-1
CC(Sc1n[nH]c(-c2ccccc2)n1)C(=O)c1c(N)n(C)c(=O)n(C)c1=O (configuration not stated),2
CC1(C)CCC[C@]2(C)[C@H]3Cc4cc(O)ccc4O[C@]3(C)CC[C@@H]12,4
CN1C[C@@H]2[C@@H]3C(=O)N(C)C(=O)[C@@H]3[C@](Cc3ccccc3)(C1=O)N2C(=O)c1ccc(F)cc1,2
O=C(COC(=O)Cc1ccccc1F)NCCc1ccccc1,4
O=S(=O)(Nc1cccc(-c2ccc3nncn3n2)c1)c1ccccc1F,2
COc1ccc2oc(C(=O)OCC(=O)N(C)c3ccccc3)c(C)c2c1,5
CN1CCC(n2[nH]c(-c3ccccc3)c(Cc3ccccc3)c2=O)CC1,1
NS(=O)(=O)c1ccc(CNC(=S)NC(=O)c2ccco2)cc1,3
O=C(CSc1nc2[nH]c(=O)cc(O)c2s1)Nc1nncs1,3
CC1CCc2[nH]c3ccc(C(=O)N(C)CC(=O)Nc4ccccc4Br)cc3c2C1 (configuration not stated),-1
Cc1ccc(N2CC(C(=O)NCc3n[nH]c(=O)c4ccccc34)CC2=O)cc1 (configuration not stated),5
COc1ccccc1C(O)(c1ccccc1)c1ccccc1OC,5
Cc1ccccc1/C=C/C1=NCCN1,6
Cc1n[nH]c(=O)c2c(NC(=O)COC(=O)Cc3c(F)cccc3Cl)oc(C)c12,5
CCc1ccccc1OCC(=O)OCC(=O)Nc1cc(C)on1,6
Cc1ccc(CNC(=O)c2ccc(C)s2)cc1,1
O=[N+]([O-])c1cc(Cl)c(Cl)c(Cl)c1Cl,2
# The list goes on.
SMILES,IDE act
O=C(c1ccco1)N1CCN(Cc2cc(=O)c(OCc3cccc(Cl)c3)co2)CC1,-4
COc1ccc(C(=O)Nc2cccc(NC(=O)c3ccc(OC)cc3OC)n2)c(OC)c1,1
CCCCn1c(N)c(N(CC(C)C)C(=O)c2cc(-c3ccc(OC)cc3)nc3ccccc23)c(=O)[nH]c1=O,-3
CS(=O)(=O)c1ccc(-c2sc3ccccc3c2C(=O)N2CCN(c3ccc(F)cc3)CC2)cc1,-1
COc1ccc(NS(=O)(=O)c2cccc(C(=O)NN=C(C)c3ccco3)c2)cc1,5
Cc1ccccc1OCC(=O)Nc1ccccc1C(=O)NC1CC1,0
CC(OC(=O)C(C)Oc1ccccc1)C(=O)Nc1ccc(S(=O)(=O)N2CCCCC2)cc1 (configuration not stated),10
CN(CC(=O)Nc1ccc(Cl)c(C(F)(F)F)c1)C(=O)CCCNC(=O)c1ccc(Cl)cc1,2
CC(Sc1nc(N)cc(N)n1)C(=O)NCCC1=CCCCC1 (configuration not stated),2
Cc1cccc(C(=O)OCC(=O)N2CCc3ccccc3C2)c1O,-2
Nc1[nH]c(=O)nc(Nc2ccccc2)c1N=O,7
CC(C)(C)[C@@H]1COC(=O)[C@H](Cc2ccc(F)cc2)CC/C=C\C[C@@H](CC(=O)N(CCO)Cc2ccccc2)C(=O)N1,2
O=C(CC1CCCC1)NNC(=O)c1ccc(Br)cc1,6
CCCc1cc(=O)[nH]c(SCC(=O)Nc2cc(S(=O)(=O)N3CCCCC3)ccc2Cl)n1,2
O=C(CCl)N(O)c1ccc(C=Cc2ccccc2)cc1,-2
COc1ccc(C(=O)Nc2ccc3c(c2)OCCO3)cc1S(=O)(=O)N1CCOCC1,4
CC1CCCCN1C(=O)c1ccc(C(=O)c2ccccc2)cc1 (configuration not stated),0
O=C(NCCCn1ccnc1)c1ccc(NS(=O)(=O)c2cccc([N+](=O)[O-])c2)cc1,4
CSCCC(NC(=O)COc1ccccc1)C(=O)N(C)Cc1ccc(Cl)cc1Cl (configuration not stated),5
O=C(COC(=O)CC1CCS(=O)(=O)C1)Nc1ccc(F)cc1 (configuration not stated),1
O=C(CSc1nnc(C2CC2)n1Cc1ccccc1)N1CCNC1=O,1
C[C@H](CO)N1C[C@H](C)[C@@H](CN(C)CC2CCCCC2)Oc2c(NC(=O)Cc3ccccc3)cccc2C1=O,1
CCN(C(=O)COC(=O)c1ccc2c(c1)OCO2)c1c(N)n(Cc2ccccc2)c(=O)[nH]c1=O,-2
Cc1ccc(NC(=O)C(=O)NCCCN2CCCC2=O)cc1,3
CC(NC(=O)CNC(=O)c1sc2ccccc2c1Cl)c1ccc(S(N)(=O)=O)cc1 (configuration not stated),-3
COC(=O)c1cc2c(n(Cc3ccccc3)c1=O)CCCC2=O,1
Cc1ccc2nc(N3C(=O)C(O)=C(C(=O)c4ccc(C)o4)C3c3ccco3)sc2c1 (configuration not stated),1
O=c1oc2ccc(C#CC3(O)CCCCC3)cc2cc1-n1cc(-c2ccccn2)nn1,4
COC1=CC(=O)[C@@]2([C@@H]1O)[C@@H](Cl)C[C@]13C(OC)=C(OC)C(=O)C[C@]21CCN3C,2
NC(=O)c1ccc(NC(=O)COC(=O)c2n[nH]c3ccccc23)cc1,4
Cc1ccc(C)c(OCCC(=O)Nc2cc(S(=O)(=O)N3CCCCC3)ccc2C)c1,-2
CCS(=O)(=O)N1CCC2(CC1)OCCN2S(=O)(=O)c1ccc(C)cc1,4
O=C(COc1cccc2c1CCNC2=O)Nc1cccc(C(F)(F)F)c1,4
Cc1c(C(=O)N2CCN(S(=O)(=O)c3ccc(F)cc3)CC2)oc2ccccc12,-2
COC(=O)c1c[nH]c(=S)n1Cc1ccccc1,-8
CCOc1ccccc1-n1nnnc1SCC(=O)NC(=O)Cc1ccccc1,7
O=C(Cn1cc(C(F)(F)F)ccc1=O)NC1CCCC1,1
COC(=O)/C=C1/SC(=NC(=O)c2ccc(Cl)cc2)NC1=O,5
